Bioassay records from PubChem BioAssay.
Integrin act MD – integrin-mediated muscular dystrophy alleviation activation. alpha7betagal myoblasts, beta-gal FDG fluorescence, 48 h. Potency, µM (series often up to 38.3 µM), for the others: top-dose activation, hits mostly activators. 0.064% of 350,000 active. AID 624291;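 further: potency means the concentration at half of the fitted maximal effect; 100% = response of the positive control SU9516; nearly all actives have a fitted effect of over 60% in size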
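alpha7betagal+/- myoblasts (passage 13, 250/well) treated 48 h at 37C with compounds at 1:260 dilution of DMSO stock. Lysed, then beta-galactosidase activity read as FDG fluorescence (ex 480/em 540) after 30 min, with pre-read for autofluorescence.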
TCR activator – activates T cell receptor signaling; primary human leukocytes, anti-CD3, IL-2 HTRF, 48 h; Potency, µM (series often up to 9.22 µM), for inactives: top-dose activation of IL-2 secretion, actives largely listed as activators; AID 504894; 330,000 tested, under 10 active; further: % of control where 0% means no effect
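Human primary leukocytes + a-CD3 beads + cpd, 48 hr; IL-2 in supernatant by HTRF (ex 320nm / em 665nm). No co-stimulatory signal supplied.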
ELG1 DNA repair – inhibitors of ELG1-dependent DNA repair in HEK293T cells. HEK293T ELG1-luciferase reporter, luminescence, 16 h; DNA damage induced by 5-fluorouridine. AID 504467. Potency, µM (top dose mostly 46.1 µM), for inactives: top-dose activity change, negative = inhibition, usual class: inhibitors. 2.3% of 330,000 active; further: potency means the concentration at half of the fitted maximal effect; on the % scale 0 is the no-effect control and ±100 the full control effect; nearly all actives have a fitted effect of over 55% in size
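Step one: seed 2,000 cells per well. Step two: pin-transfer compound or DMSO alongside 5-fluorouridine. Step three: incubate 16 hr, 37 °C, 5% CO2. Step four: add ONE-Glo, wait 30 min, read luminescence.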
B2AR arrestin – beta2AR (human) beta-arrestin recruitment activity; P07550; beta-arrestin recruitment to beta2AR, cell-based reporter; Potency, µM (top dose mostly 46.1 µM), without a hit: at the top dose activation, most hits filed as activators; 0.02% of 330,000 active; AID 492947;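 further: potency means the concentration at half of the fitted maximal effect; 0% = DMSO controls and full agonism = EC100 isoproterenol or metaproterenol; nearly all actives have a fitted effect of over 65% in size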
Target sequence (P07550 whole entry, looked up): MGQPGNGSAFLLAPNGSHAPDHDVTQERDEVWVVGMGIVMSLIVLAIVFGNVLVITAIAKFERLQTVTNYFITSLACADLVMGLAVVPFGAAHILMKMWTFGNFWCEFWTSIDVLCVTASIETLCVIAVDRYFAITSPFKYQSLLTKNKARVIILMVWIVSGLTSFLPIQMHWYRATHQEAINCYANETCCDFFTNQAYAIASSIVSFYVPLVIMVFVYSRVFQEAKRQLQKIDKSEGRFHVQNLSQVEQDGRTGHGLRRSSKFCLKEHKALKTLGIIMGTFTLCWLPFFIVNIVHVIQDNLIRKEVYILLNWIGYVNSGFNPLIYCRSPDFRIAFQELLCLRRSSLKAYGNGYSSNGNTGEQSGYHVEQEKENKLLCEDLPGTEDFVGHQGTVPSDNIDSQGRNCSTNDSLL
TRPV1 agonist – human TRPV1 agonism; TRPV1-expressing cells, Fluo-8 calcium influx, agonist mode; AID 540275; 0.19% of 320,000 active; activation, % at 8.33 µM; Q8NER1; in the data active means activation above about 80%; inconclusive means between about 30% and that limit; further: 0% is about no effect
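Fluo-8 calcium influx in TRPV1-expressing cells, kinetic read (ex 480/em 520 nm). Compound added and read 3 min for agonist activity, followed by capsaicin at EC20 final and 2 min further read for enhancement.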
A-T KAP1 phos – potential ataxia-telangiectasia treatments restoring KAP-1 phosphorylation | AID 485349 | 0.19% of 320,000 active | Potency, µM (series often up to 57.5 µM), for the others: at the highest dose activation, actives largely listed as activators | […] A-T fibroblasts, KAP-1 phosphorylation AlphaLISA; neocarzinostatin DNA damage 30 min before lysis; further: potency means the concentration at half of the fitted maximal effect; % of control where 0% means no effect; nearly all actives have a fitted effect of over 45% in size
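hTERT-immortalized A-T patient fibroblasts ([…]), 500 cells/well in OPTI-MEM, 1% FBS, got compounds for 60 min, then NCS for 30 min at 37C. Lysates were then assayed for phospho-KAP-1 by AlphaLISA (anti-pKAP1 donor, anti-KAP1 acceptor beads), 6 hr at 25C.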
MLL CXXC-DNA inh – MLL CXXC-DNA interaction inhibition; AID 2662; Q03164; Potency, µM (highest dose often 115 µM), inactives show at the top dose activity change, negative = inhibition, hits mostly inhibitors; MLL-CXXC / FITC-HOXA9 DNA fluorescence polarization; 0.037% of 290,000 active; active means well fitted inhibition curve with a large enough effect in the polarisation, with a control signal flat, not every such curve was filed as active; inconclusive means small, poorly fitted or top-dose-only effect, or effect the other way, or a change in a side signal; inactive means no such curve, though single readings can be large or run the other way; the % refers to the polarisation; further: potency means the concentration at half of the fitted maximal effect
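Fluorescence polarization: 7 uM MLL-CXXC (stock) preincubated 5 min with compounds, then 50 nM fluorescein-HOX-A9 DNA (stock) added; 30 min ambient. Buffer 50 mM Tris-HCl pH 7.5, 50 mM NaCl, 1 mM DTT, 0.05% BSA.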
p53 reactivator – mutant p53 re-activation in reporter cells; Potency, µM (top dose mostly 92.2 µM), for inactives: at the highest dose activity change, positive = activation, most hits filed as activators; 0.063% of 320,000 active; H1299 p53-A138V BP100-luciferase reporter, luminescence, 24 h; further: potency means the concentration at half of the fitted maximal effect; % of control where 0% means no effect; nearly all actives have a fitted effect of over 45% in size
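H1299 (p53-null), stable ts p53-A138V + BP100-Luc; 1000 cells/well, Opti-MEM/10% FBS; cpd 4 pt, 1:5; 24 h, 37 deg C, 5% CO2; detection reagent 10 min RT; luminescence.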
BRCA1 expr up – BRCA1 expression activation | 1.1% of 380,000 active | MCF7-BRCA1-FFLuc reporter, luminescence, 48 h; response scale: scaled: vehicle 0%, 10 µM genistein 100% | Potency, µM (titrated, usually from 46.1 µM), inactives show at the highest dose activation, usual class: activators | AID 624202; further: potency means the concentration at half of the fitted maximal effect; nearly all actives have a fitted effect of over 80% in size; some results filed as inactive show a strong effect at the top dose
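Activators of BRCA1 expression were detected as increased firefly luciferase luminescence in engineered MCF7 cells after 48 h compound incubation. Signals were scaled to genistein 10 microM as full activation.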
PTAP TSG101 blk – blocks PTAP/TSG101 interaction to inhibit HIV-1 budding; Q99816; Fluorescence polarization, FITC-PTAP peptide / Tsg101 binding; Potency, µM (top dose mostly 115 µM), without a hit: at the top dose activity change, negative = inhibition, hits mostly inhibitors; 340,000 tested, under 10 active; active means well fitted inhibition curve with a large enough effect in the main read-out, with a control signal flat, not every such curve was filed as active; inconclusive means small, poorly fitted or top-dose-only effect, or effect the other way, or a change in a side signal; inactive means no such curve, though single readings can be large or run the other way; further: potency means the concentration at half of the fitted maximal effect; % of control where 0% means no effect
Target sequence (Q99816 whole entry, looked up): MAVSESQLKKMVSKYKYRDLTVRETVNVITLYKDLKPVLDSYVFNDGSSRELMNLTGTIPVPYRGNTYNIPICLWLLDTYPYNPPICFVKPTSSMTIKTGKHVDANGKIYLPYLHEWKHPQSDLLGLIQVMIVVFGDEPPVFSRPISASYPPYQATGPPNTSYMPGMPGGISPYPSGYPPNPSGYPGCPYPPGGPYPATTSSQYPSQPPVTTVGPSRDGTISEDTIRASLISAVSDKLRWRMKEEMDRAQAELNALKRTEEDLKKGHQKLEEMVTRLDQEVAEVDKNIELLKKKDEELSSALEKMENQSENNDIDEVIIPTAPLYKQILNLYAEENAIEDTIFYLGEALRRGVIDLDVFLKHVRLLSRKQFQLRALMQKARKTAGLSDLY
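Compounds were pin-transferred onto Tsg101 binding domain (10 uM final) in HEPES pH 7.5 buffer, then FITC-PTAP peptide was added at 50 nM final. After 20 min at RT, polarization reported peptide displacement across a qHTS concentration series.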
Numbers without * were called inactive; ? = inconclusive; . = not tested or not shown; [ ] = remark or other dose. Unless noted, the call rests on the fitted dose curve; in most records, active means well fitted curve in the direction sought with a large enough effect; inconclusive means small, poorly fitted or top-dose-only effect, or another doubt; inactive means no such curve, though single readings can be large; an effect the other way counts as inactive or inconclusive.

SMILES	Integrin act MD	TCR activator	ELG1 DNA repair	B2AR arrestin	TRPV1 agonist	A-T KAP1 phos	MLL CXXC-DNA inh	p53 reactivator	BRCA1 expr up	PTAP TSG101 blk
CC(C)C(=O)Nc1nc(-c2ccccc2)ns1	43%	1%[46.1 µM]	?	0.3%	22	-8%	11%	?	?	-2%
Cc1cc(C(=O)N/N=C/c2ccc(O)c(O)c2O)c(C)n1-c1ccccc1	-50%[inhibitor]	2%	?	-0.1%	22	-10%	-7%	-1%	4%	0%
CCn1cc(S(=O)(=O)Nc2cc(C(=O)OC)ccc2C)cn1	19%	-5%	-21%	0.1%	4	6%	3%	-5%	-12%	-5%
COc1ccc(NC(=O)CSc2n[nH]c(=O)n2C2CC2)cc1Cl	18%	-2%	10%	-0.3%	2	-2%	.	-1%	-10%	0%
CCOc1cc2c(C)cc(=O)oc2cc1Cl	1%	-4%	5%	0.2%	.	-2%	7%	-3%	-5%	-6%
COc1ccc(Cc2nnc(NC(=O)C3CCN(C(=O)c4ccco4)CC3)s2)cc1	-7%	1%	-13%	-0.2%	1	0%	7%	0%	-32%	-6%
O=C(Nc1nnc(SCc2ccc(Cl)cc2)s1)C1CC(=O)N(Cc2ccccc2)C1 (stereo not given)	20%	-2%[46.1 µM]	-16%	-1.0%	7	10%	0%	1%	-22%	-2%
CCN(CC)S(=O)(=O)c1ccc(S(=O)(=O)Nc2cc3c(cc2C(C)=O)OCO3)cc1	-9%	2%	?	-0.5%	3	13%	-4%	-4%	3%	-9%
CCN(CC)S(=O)(=O)c1ccc2[nH]cc(C(=O)NCCN3CCCCC3C)c(=O)c2c1 (stereo not given)	-21%	3%	-4%	-0.1%	-1	-2%	-4%	-5%	4%	1%
C/C(=N\NC(=O)OC(C)(C)C)c1cccc([N+](=O)[O-])c1	1%	-2%[46.1 µM]	?	-0.5%	1	2%	9%	?	?	-1%
CCNC(=O)NC(=O)CSc1nnc(-c2c[nH]c3ccccc23)o1	15%	-12%	0%	0.0%	-3	2%	-1%	2%	-9%	-6%
COc1ccc(CC(=O)Nc2cc(C)c3c(=O)oc4ccccc4c3n2)cc1	27%	7%	?	-0.3%	?	-5%	24%	-9%	-3%	3%
COc1cc2c(cc1OC)C(C)N(C(=O)c1sc(-c3cnccn3)nc1C)CC2 (stereo not given)	2%	3%	?	-0.4%	-1	1%	3%	-3%	-17%	-5%
Cc1nn(-c2ccccc2)c(C)c1/C=N\NS(=O)(=O)c1ccc(Cl)cc1	4%	-1%	?	-0.2%	0	-1%	9%	-5%	-22%	-3%
CCOc1ccc(NC(=O)c2ccccc2SC)cc1	5%	7%	?	-0.7%	-7	21%	-10%	10%	?	-2%
COC1CCCN(C(=O)c2cccc(OC3CCN(S(C)(=O)=O)CC3)c2)C1 (stereo not given)	-31%	-2%	11%	-0.5%	0	-2%	-1%	21%	1%	-2%
Cc1occc1C(=O)NCc1ccc2c(c1)OCO2	-4%	-1%	11%	-0.1%	1	6%	3%	5%	2%	-9%
Cc1ccc(OCc2nnc(SCC(=O)Nc3ccc4c(c3)OCCO4)n2Cc2ccco2)cc1	-29%	4%	?	-0.5%	0	4%	-7%	-1%	-22%	-4%
CSCCOC(=O)COc1ccc(/C=N/NC(=O)c2nn(C)cc2Cl)cc1	8%	5%	?	7.6%	6	-8%	5%	15%	-15%	-6%
CC(=O)c1cccc(CN2CCN(C3CCCCC3)C(CCO)C2)c1 (stereo not given)	5%	9%	20%	-0.3%	8	4%	-6%	-1%	0%	-4%
O=C(COc1ccccc1Cl)NCc1ccccc1	-1%	.	?	0.3%	6	-4%	21%	-3%	61%	0%
O=C(c1ccccc1)c1cccn1CC(=O)N1CCCCCC1	-4%	0%	13%	-0.3%	1	4%	-3%	4%	3%	1%
Nc1c(C(=O)O)sc2nc(-c3ccccc3)cc(-c3ccc(F)cc3)c12	7%	1%	0%	-0.1%	0	3%	5%	11%	-43%	-9%
O=C(CN1C(=O)NC2(CCOc3ccccc32)C1=O)NCc1ccc(F)cc1 (stereo not given)	4%	3%	5%	-0.2%	1	-7%	.	-8%	-14%	-2%
COc1ccccc1C(=O)C1CCCN(C(=O)c2cccnc2SC)C1 (stereo not given)	-24%	-5%	20%	-0.1%	5	9%	11%	-2%	-13%	-1%
COc1ccccc1C(=O)NCC(=O)OC(C)C(=O)N(C)C1CCCCC1 (stereo not given)	-30%	.	2%	-0.1%	0	-10%	.	4%	-6%	0%
Cc1noc(C)c1S(=O)(=O)NCCN1CCN(c2ccccc2)CC1	0%	0%	.	.	-3	.	-12%	.	3%	1%
Cc1cc(Cl)c(S(=O)(=O)N2CC(C)OC(C)C2)cc1OCC(N)=O (stereo not given)	16%	-1%	?	0.0%	0	5%	0%	-13%	-42%	-2%
COC(C[C@H]1O[C@H]1[C@@H](O)[C@@H](C)OCc1ccccc1)OC	24%	6%	17%	-0.3%	1	-6%	3%	1%	7%	-7%
O=[N+]([O-])c1cc([N+](=O)[O-])c(Oc2c(F)cc(F)cc2F)cc1NN1CCCCC1	33%	0%	7%	-0.7%	?	3%	0%	12%	-2%	0%
O=C(Nc1cc(Cl)ccc1O)c1snnc1-c1ccccc1	-59%[inhibitor]	-1%	-24%	-0.1%	20	-2%	-16%	-3%	-86%	-5%
CC(C)C(NC(=O)Cc1ccccc1)C(=O)N1CCN(c2cccc(Cl)c2)CC1 (stereo not given)	?	9%	?	0.2%	-1	8%	.	-18%	-23%	0%
CN(C)S(=O)(=O)Nc1ccccc1F	1%	1%	-1%	-0.6%	-2	6%	-12%	-4%	13%	0%
O=C(NN1CCOCC1)c1cc(-c2ccc(Cl)c(Cl)c2)nc2ccccc12	-13%	2%[46.1 µM]	-7%	-0.6%	-3	0%	4%	-7%	0%	-2%
CCCn1c(SCC(=O)Nc2cc(Cl)ccc2OC)nc(O)cc1=O	39%	2%	0%	-0.3%	0	-7%	.	1%	0%	-5%
Cc1ccccc1C1CC(c2cccs2)Nc2nnnn21 (stereo not given)	40%	3%	17%	-0.2%	1	-3%	-13%	-3%	-9%	-4%
CN(CCNC(=O)c1ccc(CS(=O)(=O)c2ccc(Br)cc2)o1)CCc1ccccc1	-23%	0%	?	-0.9%	2	11%	3%	29%	5%	-4%
COc1ccccc1C=NNC(=O)c1ccncc1	-6%	8%	.	.	.	.	.	.	-5%	-7%
CCN1CCN(C(=O)COCc2cc(-c3ccc4c(c3)OCO4)on2)CC1	?	-1%	?	0.3%	-7	-3%	28%	17%	36%	-1%
Cn1nnnc1Sc1ncnc2scc(-c3ccc(Br)cc3)c12	.	-1%	?	0.0%	.	6%	.	-18%	-61%	-3%
Cc1onc(-c2ccccc2)c1-c1ccnc(N)n1	12%	-18%	-7%	-0.3%	0	-6%	-6%	-3%	-8%	-9%
Cc1cnn(-c2ccc3nnc(-c4ccc(Br)cc4)n3n2)c1	-6%	1%	12%	-0.1%	6	-1%	0%	-5%	9%	-2%
CC(=O)C1=C(O)C(=O)N(CCN(C)C)C1c1ccc(Cl)cc1 (stereo not given)	8%[7.66 µM]	2%	1%	-0.3%	-1	-8%	-6%	-21%	5%	1%
COc1ccc(COC(=O)c2ccc(C)c(S(=O)(=O)N3CCOCC3)c2)cc1F	-7%	-5%	18µM*	0.0%	16	-3%	.	-5%	-1%	1%
CCCc1cc(C(=O)N(C2CCCCC2)C2CCCCC2)no1	-20%	-4%	-19%	0.3%	.	.	-2%	6%	-27%	-3%

Two entries from above, with values under each structure.
Below each SMILES – Integrin act MD | TCR activator | ELG1 DNA repair | B2AR arrestin | TRPV1 agonist | A-T KAP1 phos | MLL CXXC-DNA inh | p53 reactivator | BRCA1 expr up | PTAP TSG101 blk
> CCN1CCN(C(=O)COCc2cc(-c3ccc4c(c3)OCO4)on2)CC1
    ? | -1% | ? | 0.3% | -7 | -3% | 28% | 17% | 36% | -1%
> Cn1nnnc1Sc1ncnc2scc(-c3ccc(Br)cc3)c12
    . | -1% | ? | 0.0% | . | 6% | . | -18% | -61% | -3%

Remaining list, next part
SMILES	Integrin act MD	TCR activator	ELG1 DNA repair	B2AR arrestin	TRPV1 agonist	A-T KAP1 phos	MLL CXXC-DNA inh	p53 reactivator	BRCA1 expr up	PTAP TSG101 blk
CCCc1cc(=O)[nH]c(SCc2nc3ccccc3o2)n1	14%	-1%	0%	-0.2%	3	0%	0%	-1%	-25%	-5%
CC(C)(C)OC(=O)C[C@@H]1C/C=C\C[C@H](CC(=O)N(CCO)Cc2ccccc2)C(=O)NC[C@H](c2ccccc2)OC1=O	-3%	-3%	?	0.4%	.	15%	.	3%	0%	-1%
CCN1C(=O)c2cccc3c(S(=O)(=O)Nc4ccc(OC)cc4OC)ccc1c23	14%	-1%	?	2.2%	-2	-1%	3%	-14%	-22%	-5%
COC(=O)c1sc(-c2ccc(C(C)(C)C)cc2)cc1NC(=O)COCC(=O)O	-7%	0%	0%	-0.3%	14	7%	-8%	3%	-29%	-1%
